Screening data as filed in PubChem.
IL-2 act – activators of IL-2; IL-2 activation reporter assay, cell-based qHTS; stimulated with anti-CD3/CD4/CD28 beads; in transgenic mouse T cells; activation, % (series mostly up to about 46 µM); actives 0.065% (n = 360,000); in the data active = activation above about 50%; inconclusive = mostly about 30% to 49%; also: 0% is about no effect
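Using fluorescent plate cytometry, EGFP and DsRed are detected in transgenic mouse T cells stimulated 18 h at 37 degrees C with antibody-coated beads after 60 min compound pretreatment.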
Abeta yeast res – restores growth of yeast expressing A-beta42 peptide; yeast expressing A-beta42, growth rescue, OD600, 48 h; response scale: 0% DMSO, 100% iron-clioquinol control; Potency, µM (series often up to 46.1 µM), for inactives: top-dose growth rescue, most hits filed as activators; actives 0.063% (n = 410,000); also: potency is read from the fitted curve at half-maximal effect; nearly all actives have a fitted effect of over 55% in size
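Growth rescue measured by 600 nm absorbance after 48 h yeast culture at 30 C with compound. Values normalized between DMSO and an equimolar ferric chloride plus clioquinol control.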
aSyn rescue – alpha-synuclein toxicity inhibition in yeast | Yeast expressing alpha-synuclein, growth rescue, BacTiter-Glo, 24 h | actives 0.14% (n = 370,000) | Potency, µM (titrated, usually from 46.1 µM), without a hit: at the top dose growth rescue (activation), most hits filed as activators; also: potency is read from the fitted curve at half-maximal effect; % of control where 0% means no effect; nearly all actives have a fitted effect of over 65% in size
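Readout is rescue of growth in alpha-synuclein-expressing yeast, so inhibitors of toxicity appear as activators. Growth after 24 hr at 30 deg C in galactose medium is quantified by luminescence.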
WRN helicase inh – inhibitors of human WRN helicase; AID 651768; WRN helicase unwinding, fluorescent forked duplex, kinetic; actives 0.46% (n = 360,000); Potency, µM (series often up to 114 µM), without a hit: top-dose activity change, negative = inhibition, hits mostly inhibitors; Q14191; also: potency is read from the fitted curve at half-maximal effect; % is scaled to controls: 0 for no effect and ±100 for the full control effect; nearly all actives have a fitted effect of over 55% in size
Target sequence (Q14191 whole entry, looked up): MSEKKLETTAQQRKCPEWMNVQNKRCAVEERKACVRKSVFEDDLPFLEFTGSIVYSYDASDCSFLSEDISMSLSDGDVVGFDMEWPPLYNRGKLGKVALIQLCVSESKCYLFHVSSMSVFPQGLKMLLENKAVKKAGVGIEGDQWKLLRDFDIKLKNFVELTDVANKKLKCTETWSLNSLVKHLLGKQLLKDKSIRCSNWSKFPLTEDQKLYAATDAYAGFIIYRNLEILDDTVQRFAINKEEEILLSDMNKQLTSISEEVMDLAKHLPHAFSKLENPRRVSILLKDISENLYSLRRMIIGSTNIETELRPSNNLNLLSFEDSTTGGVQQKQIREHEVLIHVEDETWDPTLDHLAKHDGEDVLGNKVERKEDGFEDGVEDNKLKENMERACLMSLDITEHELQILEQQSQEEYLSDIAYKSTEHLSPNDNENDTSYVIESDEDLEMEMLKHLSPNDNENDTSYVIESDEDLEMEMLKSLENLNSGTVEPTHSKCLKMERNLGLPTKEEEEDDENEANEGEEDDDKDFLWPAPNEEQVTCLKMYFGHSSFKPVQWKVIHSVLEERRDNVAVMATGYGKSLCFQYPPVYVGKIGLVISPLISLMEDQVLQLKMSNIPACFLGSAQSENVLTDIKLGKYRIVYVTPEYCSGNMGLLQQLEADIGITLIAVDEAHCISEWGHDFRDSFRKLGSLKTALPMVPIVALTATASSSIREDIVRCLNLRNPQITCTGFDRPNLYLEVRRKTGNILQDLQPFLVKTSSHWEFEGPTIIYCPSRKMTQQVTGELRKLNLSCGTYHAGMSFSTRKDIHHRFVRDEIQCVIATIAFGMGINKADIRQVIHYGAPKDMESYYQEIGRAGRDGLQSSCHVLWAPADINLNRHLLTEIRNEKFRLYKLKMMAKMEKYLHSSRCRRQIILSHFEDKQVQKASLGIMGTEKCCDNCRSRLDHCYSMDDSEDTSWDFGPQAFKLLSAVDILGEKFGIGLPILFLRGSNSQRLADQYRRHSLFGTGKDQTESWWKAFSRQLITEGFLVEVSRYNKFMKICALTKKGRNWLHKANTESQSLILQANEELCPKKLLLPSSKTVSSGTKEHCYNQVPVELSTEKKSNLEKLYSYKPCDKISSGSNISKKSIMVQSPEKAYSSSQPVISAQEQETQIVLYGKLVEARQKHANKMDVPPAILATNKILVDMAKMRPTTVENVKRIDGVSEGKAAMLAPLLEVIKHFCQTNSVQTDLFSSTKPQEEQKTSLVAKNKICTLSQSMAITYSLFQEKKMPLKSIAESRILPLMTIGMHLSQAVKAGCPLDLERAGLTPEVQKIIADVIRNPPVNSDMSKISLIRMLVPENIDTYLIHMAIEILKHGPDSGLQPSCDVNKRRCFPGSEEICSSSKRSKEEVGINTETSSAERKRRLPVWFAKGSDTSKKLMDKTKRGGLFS
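Primary qHTS, 1536-well format. 20 nM WRN + compound, 15 min RT; start with 100 nM forked fluorophore/quencher duplex, 2 mM ATP (final); kinetic read ex 525/em 598 nm.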
PI5P4K alpha inh – PI5P4K alpha (human) kinase inhibition | max response, % | AID 652105 | PI5P4Kalpha enzyme, ADP-Glo luminescence, 60 min; hits give low values | actives 1.2% (n = 330,000) | P48426; active = max response of -50% or lower; inconclusive = between -30% and -50%; inactive = -30% or higher; also: value at the top dose of about 77 µM; % is scaled to controls: 0 for no effect and ±100 for the full control effect
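Controls without substrate or without enzyme flank wells where PI5P4Kalpha converts substrate using 5 microM ATP (final). Incubation lasts 60 minutes at room temperature; ADP formed is read by ADP-Glo luminescence.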
PLK1 PBD inh – PLK1 (human) polo-box domain binding inhibition. P53350. Plk1 PBD binding of FITC phosphopeptide, fluorescence polarization. Potency, µM, for inactives: max response, negative = inhibition, actives largely listed as inhibitors. actives 2.8% (n = 360,000); also: potency is read from the fitted curve at half-maximal effect; series mostly up to about 57 µM; % is scaled to controls: 0 for no effect and ±100 for the full control effect; nearly all actives have a fitted effect of over 65% in size
EPAC1 ag – activates human EPAC1 exchange factor. O95398. EPAC1 agonist qHTS, biochemical assay; response scale: 100% = response to 6.5 mM cAMP. Potency, µM (series often up to 154 µM), for the others: at the highest dose activation, actives largely listed as activators. actives 0.073% (n = 360,000). AID 720707; also: potency is read from the fitted curve at half-maximal effect; nearly all actives have a fitted effect of over 60% in size
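Compounds were pinned as a concentration titration into mixtures of EPAC1 (100 nM), BODIPY-GDP-loaded Rap1B (250 nM) and GDP (50 uM). After 5 min at room temperature, fluorescence was followed for 30 min; activity was scaled to 6.5 mM cAMP.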
FUS yeast rescue – suppressors of FUS proteinopathy in yeast | S. cerevisiae FUS-expressing, growth rescue, OD600, 24 h | Potency, µM (top dose mostly 76.6 µM), for inactives: top-dose growth rescue (activation), hits mostly activators | actives 0.24% (n = 390,000) | AID 1347120;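 also: potency is read from the fitted curve at half-maximal effect; plate controls were DMSO vehicle for no effect and reference control for full effect; nearly all actives have a fitted effect of over 55% in size; some results filed as inactive show a strong effect at the top dose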
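Absorbance at 600 nm, taken 24hr after compound addition, measured rescue of FUS-yeast growth at 30C. Induction used 2% galactose with seeding at OD 0.005. Controls: CP55940 from 92uM final, DMSO only.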
EPAC1 antagonist – blocks human EPAC1 exchange factor; O95398; EPAC1 GEF assay, Rap1b-BODIPY-GDP exchange fluorescence; Potency, µM (doses to about 115 µM), inactives show at the top dose activity change, negative = inhibition, actives largely listed as inhibitors; actives 0.14% (n = 360,000); AID 720709;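 also: potency is read from the fitted curve at half-maximal effect; plate controls were vehicle for no effect and positive control for full effect; nearly all actives have a fitted effect of over 50% in size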
* = called active by the depositor; ? = inconclusive; · = no result given; & = joins results of further samples; [ ] = another dose, or the depositor's remark. Unless noted, calls follow the shape of the dose curve; as a rule, active = well fitted curve in the direction sought with a large enough effect; inconclusive = small, poorly fitted or top-dose-only effect, or another doubt; inactive = no such curve, though single readings can be large; an effect the other way counts as inactive or inconclusive.

SMILES	IL-2 act	Abeta yeast res	aSyn rescue	WRN helicase inh	PI5P4K alpha inh	PLK1 PBD inh	EPAC1 ag	FUS yeast rescue	EPAC1 antagonist
Cc1cccc(Nc2nc(N3CCCC3)nc(N3CCCC3)n2)c1	-1.6	0%	3%	-11%	·	-8%	21%	18%	-8%
CS(=O)(=O)c1ccc(N2CCN(c3ccccn3)CC2)c([N+](=O)[O-])c1	0.0	-1%	3%	-6%	0	-3%	1%	12%	1%
CCOCCCNC(=O)C(NC(=O)c1ccccn1)c1ccc(C)cc1 (stereo not given)	3.5	13%	0%	-5%	0	-1%	2%	15%	-7%
COC(=O)[C@]12CCCCC=C1N(Cc1cccc3ccccc13)C(=O)[C@H](CC(=O)NCCCN1CCCC1=O)C2	-0.1	4%	3%	0%	0	6%	-5%	35%	10%
CC(C)(C)c1ccc(OCCCC(=O)Nc2cccc(S(=O)(=O)N3CCOCC3)c2)cc1	-1.6	0%	2%	-9%	14	3%	5%	39%	-17%
CCOC(=O)C1=CN(Cc2cccc(I)c2)S(=O)(=O)N(C)C1C (stereo not given)	-0.6	-2%	-2%	-6%	17	-11%	11%	19%	0%
COc1ccccc1/C=C/C=N/n1c(-c2ccc(C)cc2)n[nH]c1=S	-1.4	10%	-3%	-23%	-17	-26%	-5%	·	-13%
CC(NC(=O)c1ccc(Cl)cc1)C(=O)NC1=NCCS1 (stereo not given)	-0.6	10%	-1%	5%	·	1%	-6%	10%	7%
Cc1ccc(-c2cc(-c3ccc(F)cc3)n[nH]2)c(O)c1	-0.9	-9%	-17%	-24%	-1	-4%	6%	14%	-12%
Cc1cccc(Nc2nc3c(c(=O)n(C)c(=O)n3C)n2CC(O)CO)c1 (stereo not given)	0.5	0%	0%	-1%	-5	-10%	0%	10%	-9%
Cc1cc(NC(=O)COc2ccc(Cl)cc2Cl)n(CCC#N)n1	0.4	12%	8%	1%	·	0%	3%	-1%	14%
Cc1cccc(NC(=O)CSc2nc3[nH]ncc3c(=O)[nH]2)c1	-1.4	12%	-15%	-2%	-5	3%	-7%	-2%	-10%

Exported bar-delimited: 5 of the compounds above.
structure | IL-2 act | Abeta yeast res | aSyn rescue | WRN helicase inh | PI5P4K alpha inh | PLK1 PBD inh | EPAC1 ag | FUS yeast rescue | EPAC1 antagonist
CCOC(=O)C1=CN(Cc2cccc(I)c2)S(=O)(=O)N(C)C1C (stereo not given) | -0.6 | -2% | -2% | -6% | 17 | -11% | 11% | 19% | 0%
COc1ccccc1/C=C/C=N/n1c(-c2ccc(C)cc2)n[nH]c1=S | -1.4 | 10% | -3% | -23% | -17 | -26% | -5% | · | -13%
CC(NC(=O)c1ccc(Cl)cc1)C(=O)NC1=NCCS1 (stereo not given) | -0.6 | 10% | -1% | 5% | · | 1% | -6% | 10% | 7%
Cc1ccc(-c2cc(-c3ccc(F)cc3)n[nH]2)c(O)c1 | -0.9 | -9% | -17% | -24% | -1 | -4% | 6% | 14% | -12%
Cc1cccc(Nc2nc3c(c(=O)n(C)c(=O)n3C)n2CC(O)CO)c1 (stereo not given) | 0.5 | 0% | 0% | -1% | -5 | -10% | 0% | 10% | -9%

Continued:
SMILES	IL-2 act	Abeta yeast res	aSyn rescue	WRN helicase inh	PI5P4K alpha inh	PLK1 PBD inh	EPAC1 ag	FUS yeast rescue	EPAC1 antagonist
COc1cccc(CNS(=O)(=O)c2c(C)nc3scc(C)n3c2=O)c1	-0.7	21%&-3%	2%	2%	2	-7%	3%	3%&-10%	4%
C/C(=N\NC(=O)Cn1nc(C)c(Br)c1C)c1cccs1	2.5	-4%	-8%	6%	5	-13%	0%	·	-3%
CCCCn1nnnc1C(c1ccccc1)N1CCN(c2ccccc2OC)CC1 (stereo not given)	1.4	-2%	22%	4%	1	-15%	9%	16%	-7%
CC(C)c1ccc(C2(C)NC(=O)N(CC(=O)NC3CCCC(C)C3C)C2=O)cc1 (stereo not given)	1.4	16%	-1%	0%	-3	-11%	1%	20%	-14%
CC(=O)Nc1ccn(Cc2c(F)cccc2Cl)n1	-0.3	-16%	0%	-1%	-13	-14%	11%	·	3%
Cc1ccc(C)c(N(CC(=O)NC(C)C)C(=O)CCC(=O)Nc2ccccn2)c1	0.4	10%	-6%	-27%	-4	-6%	11%	4%	7%
NC(=O)C1CCN(C(=O)/C=C/c2cccc(Br)c2)CC1	2.4	-13%	-2%	-2%	-3	3%	9%	7%	-8%
O=C(CCCn1c(=S)[nH]c2cc3c(cc2c1=O)OCO3)N1CCN(c2ccccc2)CC1	-1.1	10%	6%	3%	·	-2%	8%	22%	10%
O=C(C1COc2ccccc2O1)N1CCN(Cc2ccc(Br)cc2F)CC1 (stereo not given)	1.2	?	14%	1%	0	0%	-6%	-1%	-5%
Cc1cc(Br)c2[nH]cc(CCNC(=O)c3ccco3)c2c1	0.5	-9%	5%	3%	0	-8%	-1%	-7%	-18%
Cn1c(=O)[nH]c(Nc2ccc(F)cc2)c([N+](=O)[O-])c1=O	1.1	2%	-1%	-6%	-60*	2%	-6%	·	8%
CCCOc1ccc(C(=O)Nc2ccc(C)cc2[N+](=O)[O-])cc1	2.2	-28%	-10%	-4%	·	-5%	6%	32%	-3%
CCOC(=O)CSc1nnnn1-c1cc(OC)ccc1OC	-3.0	-22%	-4%	3%	·	-14%	16%	5%	-1%
Brc1ccc2nc(-c3ccccc3)c(Cc3ccsc3)n2c1	-0.9	-20%	2%	-10%	?	?	-2%	9%	-10%
O=C1CN(C(=O)CSc2ccccn2)c2ccccc2N1	0.7	11%	-1%	6%	0	-8%	8%	23%	6%
CC(C)(C)c1ccc(CCC(CC(=O)O)CC(=O)O)cc1	1.6	2%	5%	-3%	4	-1%	7%	9%	-2%
COC(=O)c1ccc(CNC(=O)COC(=O)c2cc(Cl)nc(Cl)c2)cc1	-0.1	16%	0%	14%	-12	-7%	-1%	-5%	-9%
COc1ccc(NC(=O)C2C3C=CC(C3)C2C(=O)NCc2ccco2)cc1 (stereo not given)	-1.1	14%	-4%	-8%	·	-5%	5%	15%	-13%
O=Cc1c(NCCc2cccc(F)c2)c2ccccc2[nH]c1=O	0.9	13%	12%	-21%	-4	-7%	-5%	5%	-21%
CCNc1nc(NCC)n2c(SCC(=O)NCC3CCCCC3)nnc2n1	-2.8	-11%	-5%	-29%[57.1 µM]	0	-19%	6%	10%	-2%
CN(CC(=O)Nc1c(Cl)cccc1Cl)C(=O)CNC(=O)C1CCCCC1	-0.5	-10%	-1%	-24%	3	-5%	-3%	17%	-12%
CN1COc2ccc3ccccc3c2C1	-3.4	1%	0%	-9%	-1	-1%	-1%	-15%	-12%
COc1ccccc1-n1c(CNC(=O)COc2ccccc2)n[nH]c1=S	-3.3	-3%	-5%	-11%[57.1 µM]	·	-3%	8%	2%	-2%
O=C(NCc1ccco1)c1ccc2c(c1)S(=O)(=O)c1ccccc1C2=O	1.0	-22%	3%	0%	-1	-2%	-2%	-2%	-4%
Cc1nn(CCCC(=O)NCc2ccc(F)cc2)c(=O)c2nccn12	-1.0	0%	2%	-7%	3	0%	-7%	-27%	13%
c1ccc(N2CCN(Cc3ccnc4ccccc34)CC2)cc1	-3.2	3%	1%	1%	·	-5%	-4%	21%	-6%
CCOC(=O)c1c(-c2ccc(OC)cc2)csc1NC(=O)CSc1ncnc2sccc12	1.0	-12%	-4%	-9%	1	2%	1%	-1%	4%
CC(=O)CC(=O)Nc1ncc(C(F)(F)F)cc1Cl	0.7	-20%	-2%	-5%	1	-24%	-2%	2%	-9%
N#CC1=C(N)NC(SCC(=O)c2ccccc2)=C(C#N)C12CCCC2	-1.4	17%	-1%	-14%	?	-30%	10%	36%	-1%
CC(=O)Nc1ccc(C(=O)OCC(=O)NCc2ccccc2)cc1	1.0	10%	0%	-7%	0	-2%	6%	10%	-22%
CCOC(=O)CC1CCCCN1C(=O)CCCn1nnnc1CN1CCOCC1 (stereo not given)	-0.9	9%	-1%	-17%	2	1%	-1%	2%	3%
O=C(CNC(=O)c1sc2ccccc2c1Cl)NCc1cccnc1	-5.6	0%	-4%	-22%	7	-3%	5%	·	6%
CC(C)(C)S(=O)(=O)N1Cc2cc(CO)cc(CCO)c2[C@H]1CCO	0.1	1%	5%	-3%	-6	-3%	-23%	-2%	4%
COc1cc(C(=O)C(=O)N2CCC(Cc3ccccc3)CC2)cc2ccccc12	1.2	9%	4%	-9%	4	-3%	16%	44%	-16%
O=C(COc1ccc(Cl)c(Cl)c1)NC1CCS(=O)(=O)C1 (stereo not given)	2.3	-7%	-7%[1.84 µM]	2%	-3	1%	-19%	-3%	23%
CCOC(=O)N1CCN(Cc2nc3cc(NC(=O)CC)ccc3n2C)CC1	-3.2	-11%	-3%	0%	0	-6%	10%	10%	-12%
CC1CCOC(c2coc3ccccc3c2=O)O1 (stereo not given)	-1.4	0%	3%	-7%	-6	-6%	5%	·	5%
COc1cc(-c2coc3c(C(=O)NC4CCCCC4)cccc23)ccc1O	-0.1	-4%	-15%	-16%	-1	3%	7%	?	-17%
O=C(COc1ccccc1[N+](=O)[O-])OC1CCS(=O)(=O)C1 (stereo not given)	0.7	-1%	-4%	-5%	0	-7%	5%	0%	-7%
CC(C)NS(=O)(=O)c1ccc(OCC(=O)N2CCc3ccccc3C2)cc1	0.3	4%	-4%	2%	-2	-10%	7%	1%	-11%
O=C(Nc1cccc(S(=O)(=O)NC2=NCCC2)c1)C1CCC1	-0.4	-9%	-6%	-5%	-8	-8%	-6%	13%	-10%
CN(CC(=O)Nc1ccc(F)c(F)c1F)C(=O)Cn1cnc2c1c(=O)n(C)c(=O)n2C	3.9	4%	9%	2%	0	5%	-4%	·	-8%
CCOC(=O)N1CCN(CC(=O)Nc2ccccc2C(=O)Nc2ccccc2)CC1	0.2	8%	1%	-8%	4	-6%	10%	0%	4%
COc1cc(C2C3=C(COC3=O)Oc3cc4c(cc32)OCO4)ccc1O (stereo not given)	-1.6	0%	-2%	-5%	11	-4%	1%	·	-4%
CCOC(=O)C1CCN(S(=O)(=O)c2ccc3[nH]c(=O)c(=O)[nH]c3c2)CC1	-0.2	-4%	0%	0%	-8	-7%	9%	4%	3%
